Eya2 inh = Eya2 (human) phosphatase inhibition; hit rate 0.006% among 330,000; recombinant Eya2, OMFP fluorescence dephosphorylation (OMFP is methylfluorescein phosphate); Potency, µM (series often up to 76.9 µM), for the others: at the top dose activity, negative = inhibition, hits mostly inhibitors; also: potency is read from the fitted curve at half-maximal effect
Target sequence (O00167 whole entry, looked up): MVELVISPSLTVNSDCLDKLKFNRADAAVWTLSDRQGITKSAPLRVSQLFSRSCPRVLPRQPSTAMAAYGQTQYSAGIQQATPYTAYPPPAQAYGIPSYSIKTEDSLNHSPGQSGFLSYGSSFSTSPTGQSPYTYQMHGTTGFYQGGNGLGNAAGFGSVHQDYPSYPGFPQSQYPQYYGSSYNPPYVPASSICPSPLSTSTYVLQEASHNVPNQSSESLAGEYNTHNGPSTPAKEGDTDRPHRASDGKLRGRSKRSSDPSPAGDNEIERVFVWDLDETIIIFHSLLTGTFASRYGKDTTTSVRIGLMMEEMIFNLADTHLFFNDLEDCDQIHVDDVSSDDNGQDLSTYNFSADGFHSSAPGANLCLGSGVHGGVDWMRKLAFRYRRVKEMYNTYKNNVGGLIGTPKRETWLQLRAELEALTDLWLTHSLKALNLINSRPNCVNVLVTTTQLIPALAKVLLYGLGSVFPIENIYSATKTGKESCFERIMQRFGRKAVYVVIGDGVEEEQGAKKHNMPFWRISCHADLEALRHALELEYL
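Eya2 (0.2 uM) preincubated 10 min at ambient with compound, then OMFP substrate added at 50 uM; 10 min reaction in 50 mM HEPES pH 7.5, 50 mM NaCl, 5 uM MgCl2, 0.05% BSA, 1 mM DTT. Fluorescence read at Ex 485/Em 525 nm.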
BCR signal inh = chronic active BCR signaling inhibition. ABC-DLBCL IkBa-CBG/CBR reporter, luminescence ratio, 4 h. hit rate 0.05% among 340,000. AID 493014. Potency, µM (highest dose often 46.1 µM), without a hit: at the highest dose ratio change, negative = lower green/red ratio, usual class: inhibitors; active = well fitted inhibition curve with a large enough effect in the signal ratio, with a control signal flat, not every such curve was filed as active; inconclusive = small, poorly fitted or top-dose-only effect, or effect the other way, or a change in a side signal; the % refers to the signal ratio;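 also: potency is read from the fitted curve at half-maximal effect; plate controls were basal doxycycline-induced cells for no effect and cells given 10 µM MG132 for full effect; MG132 reads +100%, hits lower the ratio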
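Concentration-response series (up to 46 uM) were applied to TMD8 dual-reporter cells for 4 h at 37C with doxycycline. Green/red ratio, after filter-overlap correction, defined %Activity; red signal alone was normalised to basal cells and zero luminescence.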
B2AR arrestin = recruits beta-arrestin to the human beta2-adrenergic receptor. P07550. beta-arrestin recruitment to beta2AR, cell-based reporter. Potency, µM (titrated, usually from 46.1 µM), for inactives: at the highest dose activation, usual class: activators. hit rate 0.02% among 330,000. AID 492947;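 also: potency is read from the fitted curve at half-maximal effect; 0% = DMSO controls and full agonism = EC100 isoproterenol or metaproterenol; nearly all actives have a fitted effect of over 65% in size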
Target sequence (P07550 whole entry, looked up): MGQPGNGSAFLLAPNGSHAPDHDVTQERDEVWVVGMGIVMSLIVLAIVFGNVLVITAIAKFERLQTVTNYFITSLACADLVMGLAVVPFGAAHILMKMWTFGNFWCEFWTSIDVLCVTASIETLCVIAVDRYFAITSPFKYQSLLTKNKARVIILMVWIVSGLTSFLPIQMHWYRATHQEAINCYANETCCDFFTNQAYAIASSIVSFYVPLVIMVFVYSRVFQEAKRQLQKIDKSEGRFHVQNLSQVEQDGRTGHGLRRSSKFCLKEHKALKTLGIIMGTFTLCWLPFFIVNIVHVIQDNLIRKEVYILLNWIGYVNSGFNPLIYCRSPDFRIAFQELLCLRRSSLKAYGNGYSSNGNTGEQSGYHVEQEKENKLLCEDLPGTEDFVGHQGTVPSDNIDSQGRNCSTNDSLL
Coupling enz = inhibits coupling enzyme system, counter-screen for aldolase hits | activity change, negative = inhibition, % at 58.2 µM, hits read low | hit rate 0.67% among 290,000 | coupling enzyme system counterscreen, AmpLite Red fluorescence; in the data active = activity change below about -30%
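First, compound is pin-transferred into glyceraldehyde-3-phosphate coupling-enzyme reagent at 57.5 uM final and held 10 min at RT. Next, substrate, coupling system and AmpLite Red are added. After 20 min RT, fluorescence (525/598 nm) is read.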
GALK inhibitor = blocks human galactokinase activity. hit rate 0.007% among 270,000. Purified GALK, Kinase-Glo residual ATP luminescence. Potency, µM (top dose mostly 57.5 µM), for inactives: top-dose activity change, negative = inhibition, actives largely listed as inhibitors; also: potency is read from the fitted curve at half-maximal effect
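Kinase-Glo Plus luminescence measured ATP left after a 1 h room-temperature reaction. The reaction used 5 nM GALK, 100 uM galactose and 35 uM ATP at pH 8.0 (20 mM HEPES, 5 mM MgCl2, 60 mM NaCl, 1 mM DTT, 0.01% BSA).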
Giardia kill = kills Giardia lamblia | activity change, % at 7.66 µM, hits read low | Giardia lamblia trophozoite viability | hit rate 0.15% among 340,000; in the data active = activity change below about -80%; inconclusive = between about -30% and that limit;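 also: parasites exposed to compound for two days anaerobically before the ATP read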
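Trophozoites 100 cells/well + cpd; 48 hrs, 37 deg C, anaerobic. ATPLite 1-Step added, 15-30 min RT, luminescence read (ATP-based viability).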
KCNH2 WT inh = KCNH2 (human, wildtype) channel inhibition; Q12809; U2OS, BacMam KCNH2, thallium flux FluxOr; active compounds read low; activity change, % at 1.84 µM; hit rate 0.37% among 340,000;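 active = maximum activity change below -70%; inconclusive = maximum activity change between -70% and -50%; inactive = maximum activity change above -50%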
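U2OS cells transduced with wild-type KCNH2 virus are loaded with FluxOr dye for 45 min, and thallium flux is measured in kinetic reads before and after stimulation buffer. Rate constants are normalized to DMSO controls.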
KCNH2 3.1 block = inhibitors of human KCNH2 3.1 potassium channel isoform | U2OS KCNH2 3.1, thallium flux FluxOr; active compounds read low | activity change, % (tested at about 1.8 µM) | hit rate 0.95% among 340,000 | AID 720553;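 active = maximum activity change below -70%; inconclusive = maximum activity change from -70% to -50%; inactive = maximum activity change above -50%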;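 also: thallium influx rate constant from kinetic fluorescence after stimulation buffer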
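Kinetic fluorescence (2 min after stimulation buffer) measures Tl+ influx through KCNH2 3.1 expressed by viral transduction in U2OS cells; the rate constant is normalized against DMSO controls serving as positive and negative references.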
PKM2 activator = activators of human pyruvate kinase M2 | AID 1631 | P14618 | Potency, µM (highest dose often 57.5 µM), without a hit: top-dose activation, actives largely listed as activators | purified PKM2, Kinase-Glo ATP luminescence, activation; response scale: 0% is enzyme alone, no compound | hit rate 0.34% among 260,000; also: potency is read from the fitted curve at half-maximal effect; nearly all actives have a fitted effect of over 55% in size
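Purified hPK-M2 (>95% pure) converted ADP (0.1 mM final) to ATP with 0.5 mM PEP in 50 mM imidazole pH7.2, KCl, MgCl2, Tween 20, BSA; 1 h at room temperature. ATP detected by Kinase-Glo luminescence.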
uPA surface inh = blocks generation of uPA at the cell surface. cell surface uPA generation assay, qHTS. Potency, µM (series often up to 38.3 µM), for inactives: at the highest dose activity change, negative = inhibition, most hits filed as inhibitors. hit rate 0.31% among 330,000. AID 540303; active = well fitted inhibition curve with a large enough effect; inconclusive = small, poorly fitted or top-dose-only effect; inactive = no such curve, though single readings can be large or run the other way; tested in mouse RAW 264.7 cells; also: potency is read from the fitted curve at half-maximal effect; nearly all actives have a fitted effect of over 55% in size
USP2a block = blocks human ubiquitin-specific protease USP2a. O75604. USP2 core, Ub-CHOP2 coupled fluorogenic reporter, 485/531. Potency, µM (series often up to 38.3 µM), without a hit: top-dose activity change, negative = inhibition, most hits filed as inhibitors. hit rate 0.01% among 330,000. AID 463254;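 also: potency is read from the fitted curve at half-maximal effect; plate controls were DMSO wells for no effect and full inhibition by NEM control for full effect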
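Deubiquitinase activity read as fluorescence (485/531 nm) after Ub-CHOP2 cleavage activates the enterokinase reporter on its substrate; USP2 core 10nM, Ub-CHOP2 and substrate 25nM each, 30min compound preincubation then 60min RT; data normalized to NEM, curves fitted.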
* marks the source's active call; other numbers are inactive results; i = inactive; ? = inconclusive; nt = no result given; & = joins results of further samples. Unless noted, calls follow the shape of the dose curve; as a rule, active = well fitted curve in the direction sought with a large enough effect; inconclusive = small, poorly fitted or top-dose-only effect, or another doubt; inactive = no such curve, though single readings can be large; an effect the other way counts as inactive or inconclusive. Unless noted, % is scaled to controls: 0 for no effect and ±100 for the full control effect. Only part of the results is shown; count on the stated rates, not on these rows.

SMILES | Eya2 inh | BCR signal inh | B2AR arrestin | Coupling enz | GALK inhibitor | Giardia kill | KCNH2 WT inh | KCNH2 3.1 block | PKM2 activator | uPA surface inh | USP2a block
CC(C)=CCC/C(C)=C/CNC(=O)C[C@H]1C[C@H](C(=O)N(C(C)C)C(C)C)[C@@]2(C)c3[nH]c4cc(-c5ccco5)ccc4c3CCN2C1=O | 3% | 1% | -1.0% | nt | nt | -27 | -1 | -7 | nt | ? | 2%
CC12CC[C@H]3[C@@H](CCC4(O)C[C@H](O)CCC34/C=N/NC(=O)c3ccc(O)cc3)C1(O)CCC2C1=CC(=O)OC1 (some centres undefined) | -3% | nt | -0.6% | 1 | nt | -1 | 1 | -5 | -3% | -3% | 0%
Cc1cccc(-n2c(O)c(/C=C/C=Nc3ccccc3)c(=O)[nH]c2=O)c1 | 20% | -12% | -0.5% | -7 | 1% | -7 | 5 | -27 | -5% | 4% | ?
Cn1cc(Br)c(C(=O)Nc2ccc3c(C(F)(F)F)cc(=O)oc3c2)n1 | -7% | ? | -0.2% | nt | 2% | -4 | -27 | -12 | nt | -4% | 0%
C(#CCN1CCCC1)CN1CCCC1 | -7% | -2% | -0.1% | 2 | nt | -5 | 6 | 14 | nt | 13% | 1%
O=C(N/N=C/c1c(O)n(CCc2ccc(F)cc2)c(=O)[nH]c1=O)c1ccncc1 | -12% | -21% | 0.1% | 0 | 5% | -2 | -4 | 13 | -6% | 8% | -5%
Cc1c(C=C2C(=O)NC(=O)NC2=O)c(=O)n(-c2ccccc2)n1C | 3% | -1% | 0.3% | 1 | 15% | 11 | -25 | 15 | 0% | 1% | 2%
COc1ccc(NP(=O)(Oc2cccc(C)c2)Oc2cccc(C)c2)cc1OC | -5% | -26% | -1.1% | 1 | 3% | -3 | -33 | -7 | 2% | -18% | 0%
CN1CCCC(C(=O)c2ccc(Cl)cc2)C1 (centres undefined) | -2% | 2% | 0.4% | 1 | 4% | 5 | 11 | 9 | 1% | ? | 0%
O=C1NC(=O)N(Cc2ccco2)C(=O)/C1=C/c1cccn1CCOc1ccccc1Cl | 1% | ? | 0.0% | 6 | -7% | -19 | 5 | nt | 4% | 2% | ?
CCCCn1c(O)c(/C=N/N2CCCCC2c2cccnc2)c(=O)[nH]c1=S (centres undefined) | 25% | 5% | -0.4% | 1 | 1% | -5 | 7 | nt | 12% | -2% | 5%
Cc1nc2ccccc2c(=O)n1-c1ccc(F)cc1F | 4% | ? | -0.3% | 3 | nt | ? | -3 | 12 | 6% | 1% | 1%
O=c1cccc2n1CC1CC2CN(S(=O)(=O)c2ccccc2)C1 (centres undefined) | 3% | -12% | -0.4% | 0 | 1% | 9 | -5 | 1 | -4% | 0% | 3%
C=C1N2CCC(CC2)C1(O)c1ccccc1C (centres undefined) | 15% | 0% | -0.3% | 3 | 3% | 0 | 3 | 13 | 0% | -5% | 0%
C[C@H]1CCC[C@H](O)CCCCCc2cc(O)cc(O)c2C(=O)O1 | 1% | ? | -0.4% | 12 | 8% | -6 | -10 | 0 | 2% | ? | 4%
CC/C(=N\N1CCCCCC1)c1c(O)n(-c2ccccc2C)c(=O)[nH]c1=O | 1% | 1% | 0.4% | -5 | 0% | -8 | 8 | -2 | 2% | 0% | 1%
CC(C)=CCSc1nnc([C@@H](N)Cc2c[nH]c3ccccc23)o1 | 1% | ? | -0.3% | -4 | -1% | -6 | -5 | -20 | -1% | nt | -2%
Nc1nonc1-n1nnc(C(=O)N/N=C/C=C/c2ccccc2)c1CSC1=NCCS1 | 6% | ? | 0.1% | -2 | -2% | -17 | -3 | -34 | 1% | -11% | 1%
CC(C)OP(=O)(OC(C)C)C(O)c1ccc(Br)cc1 (centres undefined) | -9% | 12% | -0.5% | -2 | 0% | 18 | 4 | 20 | 1% | -8% | 3%
CCOP(=S)(OCC)N1CCOCCOCCN(P(=S)(OCC)OCC)CCOCCOCC1 | -18% | ? | 0.2% | 3 | 6% | 14 | 2 | 11 | 0% | 1% | 3%
O=c1[nH]c(O)c(N=Nc2ccc(S(=O)(=O)N3CCOCC3)cc2)c(=O)[nH]1 | 7% | 0% | 0.0% | 0 | -3% | 0 | i | 16 | 1% | 1% | 0%
Cc1ccc(N2C(=O)NC(=O)/C(=C/c3ccc(-c4ccc(C(=O)O)c(Cl)c4)o3)C2=O)cc1 | 6% | 5% | 0.1% | 6 | -7% | 18 | -12 | 17 | 25µM* | 8% | 6%
CC(=O)c1cccc(OCC(O)CN2CC=C(c3ccccc3)CC2)c1 (centres undefined) | 2% | -1% | -1.4% | 0 | 6% | 8 | 33 | -17 | 2% | 3% | 1%
c1ccc(CC(NCc2ccco2)c2ccccc2)cc1 (centres undefined) | 2% | 5% | -0.7% | -3 | 9% | -18 | -2 | 2 | nt | -2% | -2%
CCOP(=O)(OCC)C(O)c1ccc(OC)c(OC)c1 (centres undefined) | 4% | 2% | -0.5% | 0 | 0% | 15 | 1 | nt | 1% | 13% | 2%
CC(=NCCC1=CCCCC1)c1c(O)n(-c2ccccc2)c(=O)[nH]c1=O | -1% | 18% | -0.4% | 1 | -1% | -16 | 4 | 7 | 0% | 1% | 2%
O=C(CCCc1ccccc1)NCCc1cnc[nH]1 | 13% | 3% | -0.1% | 1 | 2% | -11 | -3 | 15 | nt | 6% | 0%
NC(N)=Nc1ccc2[nH]c3c(c2c1)C[C@@]1(O)[C@H]2Cc4ccc(O)c5c4[C@@]1(CCN2CC1CC1)[C@H]3O5 | 4%&15% | 23µM* | 0.3% | nt | nt | -14&-24 | 3 | -10 | nt | -25% | 0%
CC(=O)CC(=O)C1C(=O)N(C)C(=O)N(C)C1=O | -10% | 0% | -0.3% | -1 | 0% | -27 | 2 | 8 | 3% | 4% | 0%
O=C(C(=O)N1CCOCC1)c1cn(Cc2ccccc2Cl)c2ccccc12 | -3% | -7% | -0.9% | -3 | -4% | -11 | 8 | -7 | 9% | -11% | 3%
Cc1cc(C(=O)Nc2ccc3c(c2)OCCO3)nn1C(C)(C)C | -7% | ? | -0.5% | 0 | -1% | -14 | -3 | -2 | 2% | -25% | 0%
CCC(CO)Nc1ccc([N+](=O)[O-])c2cccnc12 (centres undefined) | ? | 4% | 0.3% | -2 | -1% | -2 | -39 | -40 | 7% | 2% | 5%
COc1cc(C(=O)OC2C[C@H]3CC[C@@H](C2)N3C)ccc1O (some centres undefined) | -1% | -1% | -0.2% | 1&3 | nt | 1 | -2 | -4 | nt | 1% | 1%
CCN(CC)c1ccc(N=Cc2c(O)n(Cc3ccccc3)c(=O)[nH]c2=O)cc1 | -14%&4% | 1%&2% | -0.9%&0.3% | -1&3 | -1% | -11&4 | -5&-9 | -6&12 | 3%&10% | 3%&-1% | 4%&1%
C/C(N)=C(/C#N)C(=O)CSc1nc2cc(Cl)ccc2c(=O)n1-c1ccc(C)cc1 | -7% | ? | -0.8% | -5 | 0% | -1 | -6 | 1 | -2% | -7% | 4%
CCCCn1c(NC(=O)c2ccco2)c(C(=O)OCC)c2nc3ccccc3nc21 | 11% | ? | 0.1% | -46* | 6% | 10 | 10 | -30 | -1% | -17% | 0%
COC(=O)C1=C(c2cccc(OCc3ccccc3)c2)C[C@@H]2CC[C@H]1N2C(=O)NCCCOC(C)C | 4% | -4% | 0.7% | nt | nt | 17 | -3 | -1 | nt | 3% | -1%
COc1ccc(C(C)=O)cc1CC(C(=O)c1ccc(C)c(C)c1)N(C)C (centres undefined) | -1% | -3% | -1.2% | 1 | 0% | 10 | 7 | 15 | -1% | -8% | 0%
CCOc1cc(CNCCc2ccccc2F)ccc1OC | 2% | 2% | 0.1% | 1 | -1% | 20 | 2 | 4 | nt | -3% | 1%
CCc1ccc(C2=NN(CCC(=O)N3CCC4(CC3)OCCO4)C(=O)CC2)cc1 | -2% | -1% | 0.2% | 0 | 1% | 3 | 7 | 22 | 0% | 0% | 4%
CCN1CCN(Cc2cc(C(C)(C)C)c(O)c(C(C)(C)C)c2)CC1 | 16% | ? | 0.1% | 0 | 0% | nt | nt | nt | 4% | nt | 3%
CCCc1cc(=O)oc2cc(OCC(=O)N3C[C@H]4C[C@@H](C3)c3cccc(=O)n3C4)ccc12 | ? | 0% | -0.3% | -1 | nt | 0 | 0 | 3 | 0% | 2% | 5%
COc1cc(C=C2C(=O)NC(=O)NC2=O)ccc1OS(=O)(=O)c1ccccc1[N+](=O)[O-] | -1% | 0% | -0.4% | -3 | -4% | 12 | 3 | 10 | nt | 0% | 7%
CNC(=O)c1cccn(Cc2cc(C(F)(F)F)cc(C(F)(F)F)c2)c1=O | 7% | -7% | 0.5% | 1 | -2% | -13 | 2 | -27 | 6% | 4% | -1%

Screening results as filed in PubChem.
